Source: PubChem BioAssay
mcGAS lum – cyclic GMP-AMP synthase inhibitors, mouse, primary biochemical chemiluminescence. inhibition, % at 12.5 µM. Q8C6L5. AID 1259399, 2018. recombinant cGAS, Kinase-Glo ATP depletion luminescence. 160,000 tested, 0.15% active;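 note: 0% = negative control wells and 100% = reference inhibitor with no enzyme activity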
NPYLR7 ag – agonists of mosquito NPYLR7 receptor, primary screen, cell-based, Aedes aegypti, calcium fluorescence, mosquito biting behavior; Aedes aegypti neuropeptide Y-like receptor 7 (NPYLR7); HEK293T NPYLR7/Galpha15, GCaMP6s calcium fluorescence; activation, % at 10 µM; 270,000 tested, 0.15% active; in the data active = activation above about 40%;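 note: 0% = vehicle and 100% = reference agonist at the receptor; some compounds past the cut are filed as inactive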
hcGAS lum – Primary biochemical luminescence assay for human cyclic GMP-AMP synthase inhibitors | AID 1259398, 2018 | 290,000 tested, 0.081% active | inhibition, % at 12.5 µM | Q8N884 | recombinant h-cGAS, ATP depletion, Kinase-Glo luminescence;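 note: 0% = vehicle reaction and 100% = reaction without DNA for no activity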
Target sequence (Q8N884 whole entry, looked up): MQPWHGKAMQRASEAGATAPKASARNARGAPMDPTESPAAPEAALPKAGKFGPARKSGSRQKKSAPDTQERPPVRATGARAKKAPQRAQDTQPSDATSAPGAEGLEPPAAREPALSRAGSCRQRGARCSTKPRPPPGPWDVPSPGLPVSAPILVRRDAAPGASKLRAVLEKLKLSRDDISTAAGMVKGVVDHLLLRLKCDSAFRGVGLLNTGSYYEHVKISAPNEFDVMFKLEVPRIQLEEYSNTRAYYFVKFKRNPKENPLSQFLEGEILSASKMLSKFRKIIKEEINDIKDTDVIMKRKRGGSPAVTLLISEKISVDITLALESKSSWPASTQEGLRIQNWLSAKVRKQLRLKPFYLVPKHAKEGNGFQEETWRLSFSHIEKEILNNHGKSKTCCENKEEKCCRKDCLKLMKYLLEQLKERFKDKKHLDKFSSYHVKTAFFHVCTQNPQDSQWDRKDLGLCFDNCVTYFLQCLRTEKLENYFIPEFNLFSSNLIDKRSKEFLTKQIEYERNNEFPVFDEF
* = called active by the depositor; . = no result given. Cut-off read from the data, not from the text of the source, unless noted: active = inhibition above about 40%; inactive = the rest.

cpd	molecule	mcGAS lum	NPYLR7 ag	hcGAS lum
1	Cc1cccn2c(CNC(=O)CCN3CCCO3)cnc12	.	-1	2
2	CN(Cc1ccsc1)c1cc(N2CCOCC2)nc(N)n1	.	3	-8
3	CC(C)OCCS(=O)(=O)c1cccc(C(F)(F)F)c1	.	4	-8
4	CCOC(=O)CCC(=O)NCC1CN(c2ccc(C)cc2)C(=O)O1 (stereo not drawn)	.	2	-3
5	N#CCOc1ccc(C2=NO[C@@H]3[C@@H]4C[C@@H]([C@H]5C(=O)N(Cc6cccnc6)C(=O)[C@@H]45)[C@H]23)cc1	.	3	4
6	Cc1cc(C)nc(SCc2c(C(=O)N3CCc4ccccc43)nnn2-c2ccccc2)n1	-11	-1	-6
7	CC(=O)Nc1ccccc1N1C(=O)c2ccc(-c3nc4ccccc4c(=O)o3)cc2C1=O	-4	-6	1
8	CCc1cccc(CC)c1NC(=O)Cn1nc(-c2ccco2)c2sc(N3CCCC3)nc2c1=O	-9	-3	-4
9	O=C(NCCCn1cnc2ccccc21)C1CCCN1C1=NS(=O)(=O)c2ccccc21 (stereo not drawn)	.	4	-6
10	OC(COCc1ccccc1)CN(Cc1ccc(F)cc1)CC1CC(c2ccc3c(c2)OCO3)=NO1 (stereo not drawn)	-4	-3	-3
11	COc1ccc(OCC(O)CN(Cc2nc3scc(-c4ccccc4C)c3c(=O)[nH]2)C2CC2)cc1 (stereo not drawn)	-5	-1	-6
12	C=CCNC(=O)c1ccc2c(c1)S(=O)(=O)N=C1CCCCCN12	.	5	2
13	CC(C)c1csc(CN2CCC(CNS(C)(=O)=O)C2)n1 (stereo not drawn)	-17	17	-7
14	COc1cccc(-c2cc(C(=O)N(CCN(C)C)Cc3ccccc3)n3nc(-c4ccccc4)cc3n2)c1	-11	12	-3
15	CNc1nn(CC(=O)Nc2c(C)cc(C)cc2C)c(N)c1-c1nc(-c2ccccc2)no1	-8	.	-9
16	Cc1cncc(NCc2ccccc2)n1	.	-1	-9
17	Cc1ccc(CC(=O)N=c2sc3cc4c(cc3n2C)OCCO4)cc1C	-11	15	-6
18	CN(Cc1ccc2ccccc2n1)C(=O)/C=C/c1cnn(C)c1	.	2	-3
19	CCN(c1cccc(F)c1)S(=O)(=O)c1cc(C(=O)O)cs1	.	-3	5
20	CCS(=O)(=O)Nc1cccc(C2SCC(=O)N2c2ccc(C(F)(F)F)cc2)c1 (stereo not drawn)	-4	1	0
21	O=c1cnnc(SCc2ccc(Br)cc2)[nH]1	-4	9	0
22	CCc1nc2ccc(C(=O)NCCCN3CCCC3=O)cn2c1N(C=O)CCC(C)C	-4	-5	-11
23	COc1ccc(NC(=O)NCCCn2nc(-c3ccco3)ccc2=O)cc1	.	1	-2
24	CC(=O)Nc1ccc(-n2ccc3c(cnc4nc(C(F)(F)F)nn43)c2=O)cc1	.	1	-1
25	COc1ccccc1Nc1nc(-c2c(C)nc3ncccn23)cs1	-6	-20	0
26	NC(=O)c1cccc(NC(=O)[C@@H]2CCCN2c2nccc(Nc3ccccc3)n2)c1	.	1	3
27	CCC(=O)N[C@@H]1c2ccccc2C2(CCN(C(=O)c3cnsn3)CC2)[C@H]1OCc1cccnc1	-11	22	-7
28	CSc1nc2ccc(S(=O)(=O)Nc3ccccc3C)cc2s1	.	3	2
29	C(=Nc1ncn[nH]1)c1c2ccccc2cc2ccccc12	-3	-5	-1
30	CCOc1ccc(N2C(=O)CC(SC(N)=N/N=C\c3c(O)ccc4ccccc34)C2=O)cc1 (stereo not drawn)	-10	-11	-4
31	CCS(=O)(=O)Oc1ccc(CN(CC(C)C)C(C)=O)cc1	0	-11	-3
32	CCCCc1ccc(-c2nc(C=Nc3ccccc3Br)c(O)o2)cc1	-6	-7	-3
33	CN(CCCNC(=O)c1cccnc1Oc1ccccc1)c1ccccc1	.	-12	-3
34	CSCCNC(=O)c1ccc(OC2CCN(C(=O)C3CC3)CC2)cc1	.	6	-7
35	Cc1ccc(CNC(=O)CCCc2ccc3[nH]c(=O)[nH]c3c2)n1C	.	2	1
36	N#CCSc1nsc(SCC#N)n1	.	0	-6
37	CCOc1ccc(NC(=O)NCC(=O)Nc2cccnc2)cc1C	.	20	-5
38	NC(=O)COc1cccc(NC(=O)C2(c3ccc(Cl)cc3)CCCC2)c1	.	-1	-4
39	COc1ccc2c(c1)OC[C@@H]1CN(C)C(=O)CCN(C(=O)COc3ccccc3)[C@H]21	-6	16	3
40	O=C(c1cn(Cc2c(F)cccc2F)nn1)N1CCN(C2CCCCC2)C(=O)C1	.	10	-5
41	CCOc1cc(C)c(C)cc1S(=O)(=O)NCc1ccc2c(c1)OCO2	.	3	-8
42	Cc1ccc(Nc2nc(NCC3CCCO3)nc3c2cnn3-c2ccccc2)cc1C (stereo not drawn)	-3	2	-1
43	CCN1CCN(S(=O)(=O)c2ccc(OC)c(N3CCN(C(=O)CCCC(=O)OC)CC3)c2)CC1	-4	3	-2
44	Cc1ccc2c(c1)CCCN2Cc1nc2ccccc2c(=O)[nH]1	.	11	-11
45	Cc1cc2oc(=O)cc(C)c2cc1NC(=O)C1CC(C(C)C)=NO1 (stereo not drawn)	-18	11	-4
46	CC1=CC[C@@H]2CN(c3nc(C)ccc3C(N)=O)C[C@@H]2C1	.	0	-4
47	COC(=O)c1ccc(NC(=O)Cn2ccn3nc(-c4ccc(OC)cc4)cc3c2=O)cc1	-9	7	-7
48	COC(=O)c1ccccc1C(=O)N1CCN(C(=O)c2cn(C)cc3c(=O)n(-c4ccccc4)nc2-3)CC1	-7	0	-9
49	CCSCCC(=O)N1CCC2(CC1)c1nc[nH]c1CCN2C(=O)C1CCC1	-8	.	-15
50	O=C(NNC(=O)c1ccc(F)cc1)C1=CC=CN2CCS(=O)(=O)N=C12	.	0	-11

Single entries from the list.
entry 30 in hcGAS lum is entered as -4
entry 26 in NPYLR7 ag is entered as 1
entry 47 in mcGAS lum is entered as -9

The results go on:
cpd	molecule	mcGAS lum	NPYLR7 ag	hcGAS lum
51	CCc1c(C(=O)NCCSc2nnnn2C)[nH]c2ccccc12	.	1	-2
52	CCCNc1nc2c(C)cccn2c(=O)c1C=C1SC(=S)N(Cc2ccccc2)C1=O	-6	12	-7
53	CCOc1coc(C(=O)NCCCc2ccccc2)cc1=O	.	13	-11
54	COc1cc(CNc2nn[nH]n2)cc(Br)c1OCc1ccc(C)cc1	.	-10	-3
55	CN(CCC#N)C(=O)CN1CCN(S(=O)(=O)c2ccc(Br)cc2Cl)CC1	.	11	-8
56	Cc1cc(C(=O)CSc2nnc3n2CCCCC3)c(C)n1C1CCS(=O)(=O)C1 (stereo not drawn)	.	7	-4
57	O=c1c2c3c(sc2n2c(=S)[nH]nc2n1Cc1ccccc1)CN(Cc1ccccc1)CC3	.	-4	0
58	CCOC(=O)CC1COCCN1C(=O)c1cn(CCC2CCCCC2)nn1 (stereo not drawn)	.	6	-3
59	CS(=O)(=O)N1CCC(C(=O)Nc2ccccc2NC(=O)c2cccc(Cl)c2)CC1	.	1	-5
60	Nc1ccc(Cl)c(-c2nc3ncccc3o2)c1	.	5	-1
61	COc1cc(COc2ccc(C(N)=O)cc2)ccc1OC(F)F	-15	20	-8
62	N#CCc1cccc(C(=O)NS(=O)(=O)c2cccc(Cl)c2)c1	.	5	-2
63	CCCCN(Cc1cccn1Cc1ccc(Br)cc1)C(=O)CN(CCCC)C(=O)c1cccc(Cl)c1	-4	3	-1
64	COc1ccccc1C(=O)N1CCN(C(C(=O)Nc2ccc(C)c(F)c2)C2CCCC2)CC1 (stereo not drawn)	2	-4	5
65	CCNC(=O)N(CCN(C)C)Cc1cc(Cl)ccc1OS(=O)(=O)c1ccc(NC(C)=O)cc1	-8	7	-3
66	C=CCN(CC(=O)N(CCc1ccccc1)Cc1ccc(C)o1)C(=O)c1ccccc1Cl	-9	10	-9
67	COCCNS(=O)(=O)c1ccc(OC)c(N2CCN(S(=O)(=O)c3cccc(Cl)c3Cl)CC2)c1	-4	17	1
68	NC(=O)c1nnc2n1CCN(C(=O)c1ccc3c(c1)CCO3)C2	.	8	-11
69	CCc1ccc(C2C(C(=O)OCc3ccccc3)=C(C)NC3=C2C(=O)CC(c2ccccc2)C3)cc1 (stereo not drawn)	0	-10	0
70	O=C(CCc1nc(-c2ccc(F)cc2)no1)NCC12CC3CC(CC(C3)C1)C2	.	-3	-7
71	COC(=O)c1ccc(N2C(=O)/C(=C/c3ccc(-c4ccc(Cl)c(Cl)c4)o3)C=C2c2ccccc2)cc1	1	-2	0
72	CN(C)c1ccc(NC(=O)C2CCCC2)cc1CN(CC1CC1)S(C)(=O)=O	-6	28	-5
73	COc1cc(OC)cc(-c2noc(-c3ccc4c(=O)n(CCc5ccccc5)c(=O)[nH]c4c3)n2)c1	-2	5	-1
74	COc1ccc(Cl)cc1NC(=O)c1cc2ccccc2oc1=O	-5	-7	-6
75	O=C(O)c1cc(N2C(=O)/C(=C/c3ccc(-c4ccc(Cl)c(Cl)c4)o3)C=C2c2ccccc2)ccc1Cl	15	11	3

Six entries picked at random from those above, as already listed:
cpd	molecule	mcGAS lum	NPYLR7 ag	hcGAS lum
62	N#CCc1cccc(C(=O)NS(=O)(=O)c2cccc(Cl)c2)c1	.	5	-2
56	Cc1cc(C(=O)CSc2nnc3n2CCCCC3)c(C)n1C1CCS(=O)(=O)C1 (stereo not drawn)	.	7	-4
52	CCCNc1nc2c(C)cccn2c(=O)c1C=C1SC(=S)N(Cc2ccccc2)C1=O	-6	12	-7
71	COC(=O)c1ccc(N2C(=O)/C(=C/c3ccc(-c4ccc(Cl)c(Cl)c4)o3)C=C2c2ccccc2)cc1	1	-2	0
67	COCCNS(=O)(=O)c1ccc(OC)c(N2CCN(S(=O)(=O)c3cccc(Cl)c3Cl)CC2)c1	-4	17	1
55	CN(CCC#N)C(=O)CN1CCN(S(=O)(=O)c2ccc(Br)cc2Cl)CC1	.	11	-8

(further entries)
cpd	molecule	mcGAS lum	NPYLR7 ag	hcGAS lum
76	NC(=O)COc1ccc(C2Nc3ccccc3C(=O)N2CCc2ccccc2)cc1 (stereo not drawn)	-5	4	-1
77	CC(C)(C)C(=O)NCCCC(=O)NCc1cc(F)cc(Br)c1	-11	8	-5
78	O=C(c1cc([N+](=O)[O-])cc([N+](=O)[O-])c1)N1CCCN(c2nc(Cc3ccc(Cl)cc3)ns2)CC1	-3	0	-2
79	CC(=O)Nc1cccc(C(=O)N2CCOC(COc3ccc(F)cc3)C2)c1 (stereo not drawn)	-5	4	-3
80	CC(C)(C)NC(=O)COC(=O)c1cc(-c2ccc(Br)cc2)nc2ccccc12	-4	0	-3
81	O=C(NCc1cccnc1)C1CN(c2nccc(CCC(F)(F)F)n2)CCN1 (stereo not drawn)	-13	-5	1
82	Cc1nc(C(F)(F)F)ccc1C(=O)N1CCC1(C)C(=O)N(C)Cc1ccccc1 (stereo not drawn)	-5	6	-8
83	CCOc1ccnc(NCCCN2CCCC2=O)n1	-18	6	-2
84	CCC(C(=O)Nc1ccc(NC(=O)c2ccc(C)o2)cc1)n1cccc1 (stereo not drawn)	-17	24	-6
85	COCCN(CC(=O)N(Cc1ccccc1)Cc1sccc1C)C(=O)c1cccc(C(F)(F)F)c1	-4	-5	-5
86	CC(=O)N[C@@H](Cc1cn(-c2ccc(Cl)cn2)cn1)C(=O)O	.	10	-3
87	CCn1c(C)cc(C(=O)Nc2ccc(Br)c(C)c2)c1C	.	4	-10
88	CCc1ncc2c(n1)CN(C(=O)c1cc(=O)n(C)c3ccccc13)C2	-12	6	-6
89	O=C(Nc1cccnc1N1CCN(C(=O)c2cccc(Cl)c2)CC1)c1ccc2c(c1)OCO2	-7	23	2
90	CCOCCCN(Cc1nc(C(=O)OC)cs1)C(=O)Nc1ccc(F)c(F)c1	-6	-7	-6
91	Cn1ncc(N2CCC(CNC3CCC4(CCNCC4)CC3)C2)cc1=O (stereo not drawn)	.	2	-2
92	CCN(CC)S(=O)(=O)NC(=O)C(C)c1cccc(F)c1 (stereo not drawn)	.	2	-9
93	Cc1ccc(C)c(OC(C)C(=O)N(C)Cc2ncc(C)[nH]2)c1 (stereo not drawn)	.	0	-5
94	COCCN(Cc1cc(NC(=O)c2cccc(F)c2)ccc1N(C)C)S(=O)(=O)c1ccc(F)cc1	-6	17	-14
95	Cc1onc(-c2ccccc2Cl)c1C(=O)Nc1ccccc1F	.	3	-4
96	COc1c(F)cccc1C(=O)NCC1CCN(C2CCOCC2)C1 (stereo not drawn)	.	22	-3
97	O=C(CN1C(=O)CCOc2ccccc21)Nc1nc(-c2cccs2)cs1	3	-2	-1
98	COc1ccc(-n2[nH]c3c4c(ncc3c2=O)CCCCC4)cc1	.	-10	-3
99	CC1(C)CC(c2[nH]cnc2-c2ccccc2)CCO1 (stereo not drawn)	.	58*	2
100	CC(C)N(C(=O)CS(=O)(=O)Cc1ccccc1Cl)c1ccccc1	-6	12	-15
101	CCc1oc2ccccc2c1CN1CCc2[nH]cnc2C1c1cccnc1 (stereo not drawn)	.	1	-1
102	Cc1cc(NC(=O)C(C)Oc2ccccc2)n(-c2nc3c(cnn3-c3ccc(Cl)cc3)c(=O)[nH]2)n1 (stereo not drawn)	-11	.	-12
103	Cc1ccc(C(=O)Nc2ccc(C3SCC(=O)N3c3ccc4c(c3)CCC4)cc2)cc1[N+](=O)[O-] (stereo not drawn)	-5	2	-9
104	CCNC(=O)N1CCN(c2cc(Oc3ccc(C)cc3OC)ncn2)CC1	-7	-9	-4
105	Cc1cc(C(=O)N(CCC(=O)NC(Cc2ccccc2)c2ccccc2)CC2CCCO2)no1 (stereo not drawn)	-4	.	-3

Not a hit list (roughly 0.26% active in at least one column).
